Bioassay records as filed in PubChem BioAssay.
RAD54 branch: inhibitors of human RAD54 branch migration; Q92698; inhibition, % at 10.4 µM; RAD54 Holliday junction branch migration, FAM/BHQ fluorescence; actives 0.14% (n = 360,000);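 active = mean normalized replicate activity at least 40 and at least half of replicates scoring 40 or more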;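 also: 0% = median of neutral control wells and 100% = median of positive control wells; inhibitors cause a drop in the FAM fluorescence signal; in these data hits start at about 50%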
Target sequence (Q92698 whole entry, looked up): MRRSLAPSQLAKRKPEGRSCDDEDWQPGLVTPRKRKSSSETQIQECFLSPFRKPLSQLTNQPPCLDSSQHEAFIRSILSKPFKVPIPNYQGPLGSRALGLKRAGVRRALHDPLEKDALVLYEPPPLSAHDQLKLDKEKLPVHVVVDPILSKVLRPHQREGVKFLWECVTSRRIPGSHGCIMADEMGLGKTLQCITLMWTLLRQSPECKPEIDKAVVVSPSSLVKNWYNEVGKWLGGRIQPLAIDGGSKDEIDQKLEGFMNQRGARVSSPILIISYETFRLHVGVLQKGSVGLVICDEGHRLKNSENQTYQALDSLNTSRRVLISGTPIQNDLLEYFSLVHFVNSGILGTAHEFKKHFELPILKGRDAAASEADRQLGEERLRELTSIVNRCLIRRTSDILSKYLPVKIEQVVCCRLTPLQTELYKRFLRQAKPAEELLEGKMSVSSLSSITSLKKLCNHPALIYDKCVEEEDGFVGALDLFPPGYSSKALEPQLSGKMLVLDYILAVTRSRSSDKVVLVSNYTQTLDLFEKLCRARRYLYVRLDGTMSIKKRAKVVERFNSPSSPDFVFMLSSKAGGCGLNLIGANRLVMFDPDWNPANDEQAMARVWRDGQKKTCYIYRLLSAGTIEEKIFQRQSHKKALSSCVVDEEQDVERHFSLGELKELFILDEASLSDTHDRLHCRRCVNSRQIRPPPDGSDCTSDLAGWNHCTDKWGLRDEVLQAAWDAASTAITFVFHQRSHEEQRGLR
esBAF inh: blocks esBAF chromatin remodeling in mouse ES cells; Bmi1-luciferase knock-in reporter, 24 h; 100% = twice the neutral-well signal; reporter increase, % at 12.5 µM; actives 2% (n = 350,000); AID 602393; in the data active = activation above about 40%;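 also: 0% = median of the plate's neutral control wells and 100% = double that signal; a rise in the Bmi1 reporter signal indicates esBAF inhibition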
Numbers without * were called inactive. These rows are one share of the data; count on the stated rates, not on these rows.

The opening 21 entries (preview)
No.	Molecule	esBAF inh	RAD54 branch
1	CC(C)CC(c1nnnn1CC1CCCO1)N1CCN(c2nc3ccccc3s2)CC1 (centres undefined)	-0.2	-12.6
2	CCOC(=O)c1[nH]c2cc(OC)c(OC)cc2c1NC(=O)CN(C)C1CCCCC1	-4.5	2.7
3	CC1CN(C(=O)C2CCCCC2)C(C)CN1C(=O)C1CCCCC1 (centres undefined)	0.1	4.9
4	COc1cc2ccccc2cc1C(=O)Nc1ccc(Cc2ccncc2)cc1	-4.0	11.1
5	FC(F)(F)c1nc2ccccc2nc1N/N=C/c1c(Cl)cccc1Cl	-5.9	4.7
6	CCCn1c(N)c(Sc2ccccc2)c(=O)n(CCC)c1=O	-3.6	-2.8
7	COc1ccc(CCNC(=O)c2nc3ncccn3n2)cc1OC	-8.0	10.4
8	CC1(C)CC2CC(C)(CN2S(=O)(=O)c2ccc(C(=O)Nc3ccc(Cl)c(S(=O)(=O)N4CCOCC4)c3)cc2)C1 (centres undefined)	-1.0	3.2
9	Cc1ccc(Nc2nc(-c3ccc(S(=O)(=O)N4CCOCC4)cc3)cs2)cc1	-2.3	2.0
10	C=CCn1c(SCC(=O)Nc2ccc(C)cc2C)nnc1-c1cccnc1	-16.0	-6.2
11	CCCn1c(=O)c2c(c3ccccc31)OCC(=O)N2	8.5	-2.0
12	CCc1ccccc1NC(=O)Cn1nnc(-c2cccs2)n1	-1.4	2.1
13	CCn1c(C(=O)N2CCCC(C(=O)NCCc3ccc(C)cc3)C2)cc2sccc21 (centres undefined)	-4.5	2.3
14	O=C(CN(CCc1ccccc1)C(=O)CNS(=O)(=O)c1ccc(F)cc1)NCc1ccco1	5.2	-4.2
15	COc1ccc(CCNc2nc(-c3sc(N)nc3C)cs2)cc1OC	5.7	14.1
16	O=C(NCC1CCCO1)c1ccc(NC(=O)C2CCCCC2C(=O)O)cc1 (centres undefined)	3.0	-0.6
17	Cc1cccc(C)c1NC(=O)CSc1nnc([C@@H]2CCCN2C(=O)OC(C)(C)C)o1	0.8	5.7
18	Cc1ccc(C)c(NC(=S)NNC(=O)c2csc3c2CCC(C)C3)c1 (centres undefined)	11.1	3.1
19	CCc1nnc(NC(=O)COC(=O)CN2C(=O)c3ccccc3C2=O)s1	-9.7	-10.6
20	CS(=O)(=O)N(CCc1ccccc1)CC(=O)NCc1ccco1	-7.6	-8.1
21	CCCN1CC=C2C(C#N)=C(N)C(C#N)(C#N)C(c3cccc(OC)c3OC)C2C1 (centres undefined)	-1.2	-21.9

The whole of this part, from the first entry:
No.	Molecule	esBAF inh	RAD54 branch
1	CC(C)CC(c1nnnn1CC1CCCO1)N1CCN(c2nc3ccccc3s2)CC1 (centres undefined)	-0.2	-12.6
2	CCOC(=O)c1[nH]c2cc(OC)c(OC)cc2c1NC(=O)CN(C)C1CCCCC1	-4.5	2.7
3	CC1CN(C(=O)C2CCCCC2)C(C)CN1C(=O)C1CCCCC1 (centres undefined)	0.1	4.9
4	COc1cc2ccccc2cc1C(=O)Nc1ccc(Cc2ccncc2)cc1	-4.0	11.1
5	FC(F)(F)c1nc2ccccc2nc1N/N=C/c1c(Cl)cccc1Cl	-5.9	4.7
6	CCCn1c(N)c(Sc2ccccc2)c(=O)n(CCC)c1=O	-3.6	-2.8
7	COc1ccc(CCNC(=O)c2nc3ncccn3n2)cc1OC	-8.0	10.4
8	CC1(C)CC2CC(C)(CN2S(=O)(=O)c2ccc(C(=O)Nc3ccc(Cl)c(S(=O)(=O)N4CCOCC4)c3)cc2)C1 (centres undefined)	-1.0	3.2
9	Cc1ccc(Nc2nc(-c3ccc(S(=O)(=O)N4CCOCC4)cc3)cs2)cc1	-2.3	2.0
10	C=CCn1c(SCC(=O)Nc2ccc(C)cc2C)nnc1-c1cccnc1	-16.0	-6.2
11	CCCn1c(=O)c2c(c3ccccc31)OCC(=O)N2	8.5	-2.0
12	CCc1ccccc1NC(=O)Cn1nnc(-c2cccs2)n1	-1.4	2.1
13	CCn1c(C(=O)N2CCCC(C(=O)NCCc3ccc(C)cc3)C2)cc2sccc21 (centres undefined)	-4.5	2.3
14	O=C(CN(CCc1ccccc1)C(=O)CNS(=O)(=O)c1ccc(F)cc1)NCc1ccco1	5.2	-4.2
15	COc1ccc(CCNc2nc(-c3sc(N)nc3C)cs2)cc1OC	5.7	14.1
16	O=C(NCC1CCCO1)c1ccc(NC(=O)C2CCCCC2C(=O)O)cc1 (centres undefined)	3.0	-0.6
17	Cc1cccc(C)c1NC(=O)CSc1nnc([C@@H]2CCCN2C(=O)OC(C)(C)C)o1	0.8	5.7
18	Cc1ccc(C)c(NC(=S)NNC(=O)c2csc3c2CCC(C)C3)c1 (centres undefined)	11.1	3.1
19	CCc1nnc(NC(=O)COC(=O)CN2C(=O)c3ccccc3C2=O)s1	-9.7	-10.6
20	CS(=O)(=O)N(CCc1ccccc1)CC(=O)NCc1ccco1	-7.6	-8.1
21	CCCN1CC=C2C(C#N)=C(N)C(C#N)(C#N)C(c3cccc(OC)c3OC)C2C1 (centres undefined)	-1.2	-21.9
22	CCOC(=O)CN1C(=N)N(c2nc(NC(C)C)nc(NC(C)C)n2)CC1=O	-6.8	-4.0
23	CCN(Cc1ccccc1)C(=O)CCc1nc(-c2ccc(C)cc2)no1	5.7	-7.1
24	CC(=O)C1=C(O)C(=O)N(Cc2cccnc2)C1c1ccccc1Cl (centres undefined)	-0.5	-1.4
25	Cc1nc(-c2coc3cc(OCC(=O)O)ccc3c2=O)cs1	-36.8	-4.2
26	O=C1COc2ccc(C(=O)c3ccccc3C(=O)NCc3ccco3)cc2N1	-7.8	3.9
27	COc1ccc(-c2ccc(C#N)c(OC(=O)c3c(Cl)cccc3Cl)n2)cc1	-3.3	0.6
28	CCOC(=O)Cc1csc(SCc2nc3ccccc3c(=O)[nH]2)n1	6.2	-3.9
29	O=C(NCc1ccncc1)Nc1cccc(Cl)c1	2.1	0.7
30	COc1cc(C(=O)Nc2cccc(-c3nc4ncccc4o3)c2C)cc(OC)c1OC	-4.5	-9.1
31	Cc1cccc(C)c1OCCCCn1cnc2ccccc2c1=O	-2.4	-15.6
32	CCOC(=O)c1cc2c(n(-c3ccc(C)cc3)c1=O)CCCC2=O	-6.6	4.5
33	Cn1cc(C(=O)c2ccc(Cl)cc2Cl)cc1C(=O)N/N=C(\N)COc1cccc(C(F)(F)F)c1	6.5	-4.3
34	CC(C)(C)OC(=O)NCc1nc(N)n[nH]1	-5.6	-3.0
35	CC(C)C(NC(=O)OCc1ccccc1)C(=O)OCC(=O)N1CCCCC1 (centres undefined)	71.9*	4.3
36	FC(F)Oc1ccccc1C1CC(c2ccc(Br)s2)Nc2ncnn21 (centres undefined)	12.9	-4.8
37	Cc1noc(C)c1S(=O)(=O)N1CCC(C(=O)NCCc2ccc(S(N)(=O)=O)cc2)CC1	-0.5	3.9
38	CC1CN(c2ccc(Oc3ccccc3)cc2)c2nc3c(c(=O)[nH]c(=O)n3C)n2C1 (centres undefined)	-4.0	-6.4
39	CCSc1nnc(NC(=O)CCc2ccccc2)s1	2.6	4.5
40	CCOC(=O)N1CCc2c(sc3c2c(=O)n(-c2ccc(CC)cc2)c(=O)n3CC(=O)NCC2CCCO2)C1 (centres undefined)	3.5	-4.1
41	CN(CC(=O)Nc1ccccc1Cl)C(=O)COC(=O)c1ccccc1[N+](=O)[O-]	-1.6	-5.8
42	CC(C)(C)C(=O)Nc1nnc(Cc2ccccc2)s1	1.1	4.6
43	CCSc1nc(N)c(C#N)c(-c2ccco2)c1C#N	-8.2	-3.0
44	COc1ccc(-n2cnnc2SCC(=O)N2CCN(S(=O)(=O)c3ccccc3)CC2)cc1	-7.0	6.1
45	CCC(=O)N(Cc1ccc2c(c1)OCO2)Cc1cc2cc(OC)ccc2[nH]c1=O	-2.3	12.6
46	O=C(c1ccc(S(=O)(=O)N2CCCCC2)cc1)N1CCN(Cc2ccc3c(c2)OCO3)CC1	7.6	8.5
47	CC(C)N(C(=O)Cn1c(SCC(=O)NCc2ccc3c(c2)OCO3)nc2ccccc21)C(C)C	0.3	-10.2
48	CCOC(=O)c1cnc2c(-c3ccc(Cl)cc3)c(C)nn2c1N	4.0	-4.9
49	FC(F)(F)c1cccc(-n2cccc2/C=N/n2cnnc2)c1	6.6	5.6
50	COC(=O)C(Nc1ccccc1Cl)(c1cc(C)c(O)c(C)c1)C(F)(F)F (centres undefined)	-4.9	-3.1
51	Cc1cc(NC(=O)CSc2nc3c([nH]c4ccccc43)c(=O)n2-c2cccc(C(F)(F)F)c2)no1	1.7	7.4
52	Cc1cc(C)c(S(=O)(=O)c2ccccc2)c(OC(=O)c2cc(F)c(F)cc2Cl)n1	-4.0	1.3
53	COc1ccc(S(=O)(=O)N[C@H](C(=O)N2CC[C@@]3(O)CCCC[C@H]3C2)c2ccccc2)cc1	-6.7	4.4
54	CN1CCN(c2ccccc2NC(=O)c2ccc(-c3ccc(Br)cc3)o2)CC1	-12.2	2.9
55	CCOC(=O)C1=C(N)OC2=C(C(=O)CCC2)C1c1ccccc1OCC (centres undefined)	-6.9	-3.4
56	CC(=O)Nc1ccc(S(=O)(=O)Nc2ccc(NC(=O)c3ccco3)cc2)cc1	0.5	0.5

(list continues)
No.	Molecule	esBAF inh	RAD54 branch
57	COc1ccc(N2CCN(CCCNC(=O)C3(S(=O)(=O)c4ccc(Cl)cc4)CC3)CC2)cc1	0.4	-8.7
58	COc1ccc(-c2noc(CCC(=O)NCc3cc(Br)ccc3OC)n2)cc1	-7.2	-8.5
59	COC(=O)C(Cc1c[nH]c2ccccc12)NC(=O)CNC(C)=O (centres undefined)	-7.8	-6.1
60	COC(=O)c1cc(OC)c(OC)cc1N=CC1=C(O)CC(C)(C)CC1=O	-5.4	9.4
61	Cc1cc(=O)oc(C)c1C(=O)N1CCN(Cc2ccc3c(c2)OCO3)CC1	-2.8	-3.9
62	COc1cccc(CNC(=O)N[C@@H](CC(C)C)C(=O)O)c1	4.5	8.7
63	Clc1ncn(C23CC4CC(CC(C4)C2)C3)n1	0.6	-12.8
64	Cc1sc2nc(SCc3nc(-c4cccs4)no3)n(-c3ccccc3)c(=O)c2c1C	-6.5	5.2
65	CC(OC(=O)CCCc1nc2ccccc2s1)C(N)=O (centres undefined)	-0.5	-4.3
66	CS(=O)(=O)N(CC(=O)Nc1ccc2c(c1)OCCO2)Cc1ccc(Cl)cc1	-2.7	0.4
67	Cc1cccc(OCCSc2nc3c([nH]2)c(=N)ncn3Cc2ccccc2)c1	2.6	-7.8
68	CCCCCCC(=O)Nc1c2c(nc3ccccc13)N(C)CC2	2.9	-1.5
69	C=CCNC(=O)c1ccc(Sc2ccccc2)c([N+](=O)[O-])c1	4.3	9.1
70	CCCCOc1cccc(C(=O)NNC(=S)NC2CCCCC2)c1	13.5	-8.5
71	Clc1ccccc1OCCCCn1ccnc1	-3.2	-3.5
72	CCOc1cc(/C=N/O)cc(Br)c1OC	6.1	-0.8
73	C=CCn1c(=O)c2c(C)c(C)sc2n2c(Nc3ccc(OC)cc3)nnc12	20.4	12.0
74	Fc1ccc(OCc2nn3c(Cn4nnc5ccccc54)nnc3s2)cc1	-3.9	0.6
75	CC(=O)NC1Sc2ccccc2N=C1c1ccccc1 (centres undefined)	26.9	16.8
76	CCCSc1nc(C)c(CC(=O)OCC)c(=O)[nH]1	-5.3	6.9
77	Cc1cc(C)nc(SCCC(=O)Nc2ccccc2C)n1	-1.9	5.6
78	Cc1cccc(NC(=S)NCc2ccccn2)c1	13.6	-4.9
79	COc1ccc(CNC(=O)C(C)NC(=O)c2cc3ccccc3o2)cc1 (centres undefined)	-4.0	-7.8
80	CCOc1cccc(C(=O)Nc2nc(-c3ccc(S(=O)(=O)N4CCOCC4)cc3)cs2)c1	-5.8	10.0

Sorted by value in esBAF inh (highest first): some entries from above
#	Structure	esBAF inh
77	Cc1cc(C)nc(SCCC(=O)Nc2ccccc2C)n1	-1.9
79	COc1ccc(CNC(=O)C(C)NC(=O)c2cc3ccccc3o2)cc1 (centres undefined)	-4.0
76	CCCSc1nc(C)c(CC(=O)OCC)c(=O)[nH]1	-5.3

Additional results:
No.	Molecule	esBAF inh	RAD54 branch
81	CCOC(=O)C1=C(O)CSC1=Nc1ccccc1	1.1	-1.4
82	COC(=O)c1c(C(=O)OC)c2cccc3cc(-c4ccccc4)c4ccc1c4n32	-3.2	0.9
83	CCCn1c(SCc2ccccc2)nc2c1c(=O)[nH]c(=O)n2C	-1.5	-3.0
84	CCOc1ccc(NC(=O)CC2C(=O)N(C)C(=S)N2Cc2ccc3c(c2)OCO3)cc1 (centres undefined)	1.4	0.6
